TLR9-MyD88 block: TLR9-MyD88 interaction inhibition; Q9NR96+Q99836; CHO BLA complementation TLR9-MyD88, CCF4 FRET ratio; inhibition, % at 4.98 µM; 340,000 tested, 0.21% active;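 active = inhibition above the mean over all tested compounds plus 3 SD, cut at about 21% in these data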;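 also: 0% = DMSO only wells and 100% = clavulanate BLA inhibitor control wells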
COUP-TFII inh: NR2F2 (human) inhibition, primary screen. P24468. HEK293T NGFI-A luciferase reporter, luminescence. inhibition, % at 8.6 µM. 370,000 tested, 0.7% active;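 active = inhibition above a per-plate cutoff, mean inhibition of test wells between control levels plus 3 SD, cut at about 38% in these data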;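 also: cells cotransfected with COUP-TFII expression vector driving the NGFI-A reporter; 0% = median of COUP-TF2 test wells and 100% = reporter-only cells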
Target sequence (P24468 whole entry, looked up): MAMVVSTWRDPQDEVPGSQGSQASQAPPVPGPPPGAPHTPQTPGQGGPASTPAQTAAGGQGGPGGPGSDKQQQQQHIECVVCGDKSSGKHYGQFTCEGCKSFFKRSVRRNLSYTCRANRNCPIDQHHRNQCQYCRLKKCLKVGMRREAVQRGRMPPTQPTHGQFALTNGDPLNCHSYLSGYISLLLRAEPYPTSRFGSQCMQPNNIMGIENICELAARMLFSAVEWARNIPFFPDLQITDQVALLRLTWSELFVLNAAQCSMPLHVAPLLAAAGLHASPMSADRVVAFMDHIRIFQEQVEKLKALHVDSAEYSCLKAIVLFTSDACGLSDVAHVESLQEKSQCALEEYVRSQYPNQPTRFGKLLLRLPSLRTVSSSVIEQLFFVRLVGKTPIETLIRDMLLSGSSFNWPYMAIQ
NCOA3 inh: human NCOA3 inhibition | Q9Y6Q9 | HEK293 GAL4-SRC3 luciferase reporter, luminescence | inhibition, % at 3.6 µM | 360,000 tested, 0.17% active;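 active = inhibition above a per-campaign cutoff, the mean of all compounds plus 3 SD, cut at about 60% in these data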;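 also: 0% = DMSO-treated cells and 100% = gossypol-treated cells at 36 µM; higher means less SRC3-driven luciferase light from the GAL4 reporter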
TROY signal inh: blocks TROY-dependent signaling in reporter cells | 360,000 tested, 0.98% active | inhibition, % at 10 µM | Q293 LMP1-TROYcd NF-kB luciferase reporter, 4 h;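 active = compounds whose plate-normalised and pattern-corrected inhibition of the luciferase reporter signal at the single screening dose is 50% or more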
EBV LMP1 NFkB: reduces LMP1-driven NF-kappaB luciferase signal; LMP1-induced NF-kappaB luciferase reporter cells, luminescence; inhibition, % at 12.5 µM; 350,000 tested, 0.69% active; AID 504558; in the data active = inhibition above about 41%; inconclusive = no clear call, values can overlap the other calls;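 also: 0% = neutral control wells and 100% = reference inhibitor control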
NCOA1 inh: human NCOA1 inhibition; HEK293 GAL4-SRC1 luciferase reporter, luminescence; Q15788; inhibition, % at 3.6 µM; 360,000 tested, 0.12% active; AID 588354;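 active = inhibition above the campaign mean plus 3 SD, with each screening campaign given its own cutoff, cut at about 60% in these data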;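 also: 0% = DMSO treated cells and 100% = gossypol at 36 µM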
SRC2 inh: inhibits human steroid receptor coactivator 2. Q15596. HEK293 GAL4-SRC2 luciferase reporter, luminescence. inhibition, % at 9 µM. 370,000 tested, 0.17% active. AID 651957;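 active = inhibition above the mean inhibition of all tested compounds plus 3 SD, set per campaign, cut at about 52% in these data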;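 also: 0% = DMSO treated cells and 100% = cells given Gossypol at 36 µM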
NR5A2 inv ag: inverse agonists of human LRH-1 (NR5A2). O00482. AID 602396. inhibition, % at 3.6 µM. 360,000 tested, 0.13% active. HEK293T StAR-luciferase reporter, LRH-1 transfected, 24 h;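 active = inhibition above the mean inhibition of all tested compounds plus 3 SD, cut at about 73% in these data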;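 also: 0% = DMSO wells and 100% = reporter-only cells lacking LRH-1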
Target sequence (O00482 whole entry, looked up): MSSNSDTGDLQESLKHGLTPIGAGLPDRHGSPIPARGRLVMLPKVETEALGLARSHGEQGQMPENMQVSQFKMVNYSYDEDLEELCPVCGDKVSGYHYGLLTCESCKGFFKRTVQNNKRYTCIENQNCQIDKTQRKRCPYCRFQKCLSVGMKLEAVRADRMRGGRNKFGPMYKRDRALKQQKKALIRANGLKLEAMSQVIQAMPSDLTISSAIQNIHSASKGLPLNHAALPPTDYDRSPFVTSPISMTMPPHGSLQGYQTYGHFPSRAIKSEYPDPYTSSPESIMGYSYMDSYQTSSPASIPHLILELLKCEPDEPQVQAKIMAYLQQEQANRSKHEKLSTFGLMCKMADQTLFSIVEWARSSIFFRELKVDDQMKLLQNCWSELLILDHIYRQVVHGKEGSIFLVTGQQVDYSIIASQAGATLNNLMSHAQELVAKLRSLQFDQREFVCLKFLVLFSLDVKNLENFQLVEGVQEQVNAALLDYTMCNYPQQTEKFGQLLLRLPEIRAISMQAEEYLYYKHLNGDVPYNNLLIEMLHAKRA
NOD2 RIPK2 PPI: NOD2-RIPK2 protein interaction inhibition. inhibition, % at 4.98 µM. O43353. 360,000 tested, 0.38% active. CHO BLA complementation NOD2-RIPK2, CCF4 ratio. AID 624267; in the data active = inhibition above about 21%;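 also: 0% = vehicle only and 100% = reference blocker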
C8 TRAIL sens: caspase-8 TRAIL sensitization; inhibition (viability loss, TRAIL sensitization), % at 10 µM; AID 624354; NB7+C8 cells + TRAIL, ATPlite viability luminescence; 360,000 tested, 1% active;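 active = compounds causing at least 50% loss of cell viability in the single-dose screen, relative to plate controls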
Vif inh: blocks HIV Vif function | HEK293T cells, Vif self-association by quenched fluorescence, imaging, 24 h | inhibition, % at 7.49 µM | 340,000 tested, 0.35% active | AID 602346; in the data active = inhibition above about 50%, passing the limit was not always enough; inconclusive = no clear call, values can overlap the other calls; inactive = below about 31%; also: some results filed as inactive read as strong as hits
An asterisk follows results filed as active; ? = inconclusive; / = no result given.

SMILES	TLR9-MyD88 block	COUP-TFII inh	NCOA3 inh	TROY signal inh	EBV LMP1 NFkB	NCOA1 inh	SRC2 inh	NR5A2 inv ag	NOD2 RIPK2 PPI	C8 TRAIL sens	Vif inh
Cc1ccc(C(=O)NC(=S)Nc2ccc(CN3CCCCC3)cc2)c(C)c1	-6	-6	6	-3	-11	-18	3	-12	-1	2	10
Fc1ccc(Sc2cc(Cl)c(-c3ccccc3)nn2)cc1	-10	-2	-15	-16	4	-17	10	-2	-6	-8	15
CCc1ccc(C(=O)C(C)OC(=O)Cn2cnc3c2c(=O)n(C)c(=O)n3C)cc1 (stereo not drawn)	14	1	8	9	6	-1	-24	10	2	9	-10
Cc1cc(C)c(C(=O)NC2CC(C)(C)Cc3c2cnn3-c2cccc(F)c2)[nH]1 (stereo not drawn)	-7	23	11	4	21	8	7	-7	1	-10	-6
Cc1ccc(S(=O)(=O)N(CC(=O)N2CCC(C)CC2)c2cccc(C)c2)cc1	-15	1	-3	-5	-9	4	0	-15	12	-4	2
CCOc1ccc(C(=O)N/N=C/c2cc(Cl)ccc2[N+](=O)[O-])cc1	-11	3	8	-19	7	0	-21	2	0	3	21
CCNC(=O)C1CCCN(C(=O)c2ccc(C(F)(F)F)cc2)CC1 (stereo not drawn)	/	1	-12	-5	/	0	-9	16	-2	-3	-19
Cc1ccc2[nH]c(=O)c(C(c3nnnn3Cc3ccccc3)N3CCc4ccccc43)cc2c1 (stereo not drawn)	-14	12	-9	-2	-8	-17	-2	16	-3	-1	-6
CCOC(=O)C1=C(C)Nc2ccccc2N/C1=N\S(=O)(=O)c1ccccc1	1	-7	0	-1	10	-5	22	-21	0	3	/
CCOc1nc(Oc2cccc(C(=O)O)c2)nc(Oc2cccc(C(=O)O)c2)n1	-5	-1	10	-12	-5	-15	3	-1	0	7	-4
O=C(N/N=C/c1cn(Cc2ccccc2)c2ccccc12)c1ccncc1	-16	8	6	1	7	2	1	16	0	16	-27
S=c1[nH]nc(-c2ccc3ccccc3n2)n1Cc1ccccc1	3	6	14	1	-7	-22	-24	4	1	-4	3
O=C(NCc1ccccc1)c1ccc(OC2CSC2)cc1	12	-13	-9	-32	-11	-18	-17	4	-8	4	3
Cc1ccc2nc(C3CCCCC3)c(Cc3cccc(Cl)c3)n2c1	/	10	-7	14	/	5	-6	-8	6	-2	/
O=C(CSc1nnc(C2COc3ccccc3O2)o1)N1CCN(c2ccccc2)CC1 (stereo not drawn)	0	6	11	-15	-4	-18	-15	9	-4	-10	0
COc1cccc(CC(=O)Nc2ccc(F)c(S(=O)(=O)N3CCOCC3)c2)c1	-4	-4	13	-8	-4	-12	15	5	-8	-2	-4
O=C(O)c1ccc(O)c(N2C(=O)Nc3ccccc3N2O)c1	-5	-20	5	3	-5	-9	-20	-35	-12	-7	-2
O=C(O)c1ccccc1N(Cc1ccccc1)C(=O)CO/N=C/c1ccccc1	-5	2	11	-3	-27	14	-4	2	-4	-8	3
Cc1ccc(S(=O)(=O)CCC(=O)OCc2ccccc2F)cc1	-8	3	17	9	2	6	-21	-1	-13	-25	5
O=C(Nc1ccccc1Cl)c1cc(C2CCCN(C(=O)CCc3ccccc3)C2)on1 (stereo not drawn)	/	-15	-31	-53	/	-34	-2	6	5	-9	-2
CS(=O)(=O)N1CCC(Oc2ccccc2C(=O)N2CCC[C@H]2CO)CC1	-2	-12	4	-36	-10	-8	-1	0	-8	4	2
CCN1CCN(c2ccc(S(=O)(=O)N3CCOCC3)cc2NC(=O)CCSC)CC1	-2	7	4	1	22	2	0	-33	-5	-5	-2
C/C(=N\NC(=O)CCC(=O)Nc1ccc(C)c(C)c1)c1cccs1	0	4	10	10	-2	11	-2	4	7	-3	-1
COC(=O)c1ccc2c(=O)n(CCN3CCOCC3)c(SCC(=O)Nc3cccc(OC)c3)nc2c1	1	-9	-3	2	2	-5	-4	-9	-10	-12	8
CCc1nc2ccc(C(=O)N(CC)CC(=O)Nc3c(F)cccc3F)cc2nc1CC	1	14	11	-6	-2	1	19	3	-31	0	5
Cc1cc2c(cc1C)CSC(c1ccc(O)cc1)SC2	10	-10	-7	33	-8	-17	-2	-13	-2	27	-8
O=C(CCN1C(=O)C2C3CCC(C3)C2C1=O)OCC(=O)c1cccc([N+](=O)[O-])c1 (stereo not drawn)	-7	-7	19	19	14	3	2	0	6	-12	1
Cc1cccc(NC(=O)c2sc3nc4c(c(-c5cccs5)c3c2N)CN(C)CC4)c1	2	-10	2	-38	1	-12	-17	-3	10	10	7
Cc1ccc(C)c(S(=O)(=O)NCC(=O)OCC(=O)Nc2sccc2C(N)=O)c1	2	19	12	-1	-8	5	8	-6	-4	-3	0
CC(C)(C)NC(=O)C[C@H]1C[C@H](C(=O)N2CCOCC2)[C@@]2(CCC3CCCC3)c3[nH]c4ccc(Cl)cc4c3CCN2C1=O	2	/	8	32	20	-9	/	-6	0	13	-7
CCOc1ccc(-c2noc(-c3cccnc3)n2)cc1OC	6	-40	-10	-38	-6	-43	-27	-45	-5	-1	1
NNc1cccc(C=Cc2ccccc2)cc1=O	-8	-23	-69	-53	-1	-96	-62	-138	-11	20	3
O=C(NC1CCN(C(=O)NC2CCCCC2)CC1)c1ccco1	-4	-12	-15	-12	2	-16	-37	14	-2	6	-9
CC(C)(C)c1ccc(C(=O)Nc2cccc3ncccc23)cc1	-6	-4	-6	3	9	-8	-15	-2	-15	20	20
COc1ccc(OC)c(CN2CCN(C(=O)c3cc(S(=O)(=O)Nc4ccccc4OC)ccc3C)CC2)c1	-9	-12	-9	-37	-2	-15	-5	-1	6	4	-5
Cc1c(OC(C)C(=O)NCc2cccnc2)ccc2c3c(c(=O)oc12)CCCC3 (stereo not drawn)	-11	4	1	-1	8	-35	6	-13	-2	9	-2
CC(Oc1ccc(Cl)cc1)C(=O)N/N=C/c1ccsc1 (stereo not drawn)	-9	4	8	-7	-1	-6	0	-6	-11	-10	-6
NNC(=O)CCc1c[nH]c2ccccc12	-2	-7	15	3	-3	4	18	6	6	-11	7
CCOc1ccc(-n2c(SCC(=O)Nc3ccc(CC)cc3)nc3n[nH]c(C)c3c2=N)cc1	7	-8	-5	-10	-18	-3	6	1	-5	-6	?
COc1cccc(C2/C(=C(\O)c3ccc4c(c3)OCCO4)C(=O)C(=O)N2Cc2cccnc2)c1 (stereo not drawn)	-4	8	-22	-24	3	-8	-5	-20	-1	-3	10
CCc1ccc(N=C2NC(=O)/C(=C/c3cc(OC)c(OC)c(OC)c3)S2)cc1	-3	6	5	18	15	-12	-32	12	-12	-2	-4
COc1ccccc1N1CC(C(=O)Nc2nnc(SCc3ccccn3)s2)CC1=O (stereo not drawn)	0	-7	7	4	-1	-23	-22	1	-2	-6	-9
Brc1ccc(-c2nnc(-c3cccc(Br)c3)o2)cc1	-4	-8	-13	-54	-28	-22	-18	-12	-6	-1	/
CC(C(=O)N1CCc2ccccc21)N(C)CC(=O)Nc1ccc(F)cc1 (stereo not drawn)	9	-3	6	7	-3	-18	-36	3	-7	-5	3
CCOc1ccc(/C=C2\NC(=S)NC2=O)cc1	-2	-5	-2	-23	-8	7	-3	11	-10	8	-6
COc1ccccc1NC(=O)C(CC(=O)O)Cc1cc(C)cc(C)c1 (stereo not drawn)	1	12	7	5	-13	-4	9	18	-6	-17	1
COc1cccc(CN2CC(C(=O)NCCN3CCOC3=O)CCC2=O)c1 (stereo not drawn)	7	-28	0	8	2	9	-13	-5	-4	-20	-4
Cc1cccc(C)c1NC(=O)CNC(=O)c1ccc(NS(=O)(=O)c2ccc3[nH]c(=O)[nH]c3c2)cc1	-4	-10	-3	-2	4	-10	8	-4	-11	-1	-3
O=c1c2ccccc2nnn1Cc1ccccc1Cl	-4	-4	10	20	33	7	15	7	11	6	-2
O=C(Nc1ccc(Cl)c(S(=O)(=O)N2CCOCC2)c1)c1ccccn1	-5	3	-8	0	-14	-10	4	-2	7	-7	-1

Retrieved by structure from the list above:
SMILES	TLR9-MyD88 block	COUP-TFII inh	NCOA3 inh	TROY signal inh	EBV LMP1 NFkB	NCOA1 inh	SRC2 inh	NR5A2 inv ag	NOD2 RIPK2 PPI	C8 TRAIL sens	Vif inh
CCOc1ccc(/C=C2\NC(=S)NC2=O)cc1	-2	-5	-2	-23	-8	7	-3	11	-10	8	-6
Cc1cccc(C)c1NC(=O)CNC(=O)c1ccc(NS(=O)(=O)c2ccc3[nH]c(=O)[nH]c3c2)cc1	-4	-10	-3	-2	4	-10	8	-4	-11	-1	-3

Additional records follow.
SMILES	TLR9-MyD88 block	COUP-TFII inh	NCOA3 inh	TROY signal inh	EBV LMP1 NFkB	NCOA1 inh	SRC2 inh	NR5A2 inv ag	NOD2 RIPK2 PPI	C8 TRAIL sens	Vif inh
O=C(CN1CCN(c2ccccc2)CC1)N1CCN(c2ccccc2)CC1	2	-5	24	7	-1	9	-24	16	-7	3	5
COc1cc2[nH]cc(C(=O)NCc3ccccc3)c(=O)c2cc1OC	1	-8	15	-13	3	-8	-39	1	-14	-18	5
CC(=O)Nc1ccc(OCC(O)Cn2ccnc2C)cc1 (stereo not drawn)	6	-1	-1	2	4	-5	-20	3	-5	-6	-4
O=C(Cn1c(COc2ccccc2)nc2ccccc21)Nc1cc(Cl)ccc1Cl	2	-4	-13	-20	-78	-9	5	1	-8	5	6

Grouped by structure: those above containing a thiophene ring, fused or not.
SMILES	TLR9-MyD88 block	COUP-TFII inh	NCOA3 inh	TROY signal inh	EBV LMP1 NFkB	NCOA1 inh	SRC2 inh	NR5A2 inv ag	NOD2 RIPK2 PPI	C8 TRAIL sens	Vif inh
C/C(=N\NC(=O)CCC(=O)Nc1ccc(C)c(C)c1)c1cccs1	0	4	10	10	-2	11	-2	4	7	-3	-1
Cc1cccc(NC(=O)c2sc3nc4c(c(-c5cccs5)c3c2N)CN(C)CC4)c1	2	-10	2	-38	1	-12	-17	-3	10	10	7
Cc1ccc(C)c(S(=O)(=O)NCC(=O)OCC(=O)Nc2sccc2C(N)=O)c1	2	19	12	-1	-8	5	8	-6	-4	-3	0
CC(Oc1ccc(Cl)cc1)C(=O)N/N=C/c1ccsc1 (stereo not drawn)	-9	4	8	-7	-1	-6	0	-6	-11	-10	-6

Assay outcomes as filed in PubChem.

This is a subset; count on the stated rates, not on these rows.
